LMP1 NFkB inh = Epstein-Barr LMP1 NF-kappaB reporter inhibition. LMP1-induced NF-kappaB luciferase reporter cells, luminescence. inhibition, % at 12.5 µM. actives 0.69% (n = 350,000). AID 504558; in the data active means inhibition above about 41%;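 further: 0% = neutral control wells and 100% = reference inhibitor control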
C8 TRAIL sens = caspase-8 TRAIL sensitization. AID 624354. inhibition (viability loss, TRAIL sensitization), % at 10 µM. NB7+C8 cells + TRAIL, ATPlite viability luminescence. actives 1% (n = 360,000);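 active means compounds causing at least 50% loss of cell viability in the single-dose screen, relative to plate controls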
COUP-TFII inh = NR2F2 (human) inhibition, primary screen | P24468 | inhibition, % at 8.6 µM | HEK293T NGFI-A luciferase reporter, luminescence | actives 0.7% (n = 370,000);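 active means inhibition above a per-plate cutoff, mean inhibition of test wells between control levels plus 3 SD, cut at about 38% in these data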;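 further: cells cotransfected with COUP-TFII expression vector driving the NGFI-A reporter; 0% = median of COUP-TF2 test wells and 100% = reporter-only cells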
Vif inh = HIV Vif inhibition | actives 0.35% (n = 340,000) | inhibition, % at 7.49 µM | HEK293T cells, Vif self-association by quenched fluorescence, imaging, 24 h; in the data active means inhibition above about 50%, passing the limit was not always enough; further: some results filed as inactive read as strong as hits
SRC2 inh = human SRC2 (NCOA2) inhibition. actives 0.17% (n = 370,000). HEK293 GAL4-SRC2 luciferase reporter, luminescence. inhibition, % at 9 µM. AID 651957. Q15596;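 active means inhibition above the mean inhibition of all tested compounds plus 3 SD, set per campaign, cut at about 52% in these data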;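 further: 0% = DMSO treated cells and 100% = cells given Gossypol at 36 µM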
Target sequence (Q15596 whole entry, looked up, the tested form may be a part): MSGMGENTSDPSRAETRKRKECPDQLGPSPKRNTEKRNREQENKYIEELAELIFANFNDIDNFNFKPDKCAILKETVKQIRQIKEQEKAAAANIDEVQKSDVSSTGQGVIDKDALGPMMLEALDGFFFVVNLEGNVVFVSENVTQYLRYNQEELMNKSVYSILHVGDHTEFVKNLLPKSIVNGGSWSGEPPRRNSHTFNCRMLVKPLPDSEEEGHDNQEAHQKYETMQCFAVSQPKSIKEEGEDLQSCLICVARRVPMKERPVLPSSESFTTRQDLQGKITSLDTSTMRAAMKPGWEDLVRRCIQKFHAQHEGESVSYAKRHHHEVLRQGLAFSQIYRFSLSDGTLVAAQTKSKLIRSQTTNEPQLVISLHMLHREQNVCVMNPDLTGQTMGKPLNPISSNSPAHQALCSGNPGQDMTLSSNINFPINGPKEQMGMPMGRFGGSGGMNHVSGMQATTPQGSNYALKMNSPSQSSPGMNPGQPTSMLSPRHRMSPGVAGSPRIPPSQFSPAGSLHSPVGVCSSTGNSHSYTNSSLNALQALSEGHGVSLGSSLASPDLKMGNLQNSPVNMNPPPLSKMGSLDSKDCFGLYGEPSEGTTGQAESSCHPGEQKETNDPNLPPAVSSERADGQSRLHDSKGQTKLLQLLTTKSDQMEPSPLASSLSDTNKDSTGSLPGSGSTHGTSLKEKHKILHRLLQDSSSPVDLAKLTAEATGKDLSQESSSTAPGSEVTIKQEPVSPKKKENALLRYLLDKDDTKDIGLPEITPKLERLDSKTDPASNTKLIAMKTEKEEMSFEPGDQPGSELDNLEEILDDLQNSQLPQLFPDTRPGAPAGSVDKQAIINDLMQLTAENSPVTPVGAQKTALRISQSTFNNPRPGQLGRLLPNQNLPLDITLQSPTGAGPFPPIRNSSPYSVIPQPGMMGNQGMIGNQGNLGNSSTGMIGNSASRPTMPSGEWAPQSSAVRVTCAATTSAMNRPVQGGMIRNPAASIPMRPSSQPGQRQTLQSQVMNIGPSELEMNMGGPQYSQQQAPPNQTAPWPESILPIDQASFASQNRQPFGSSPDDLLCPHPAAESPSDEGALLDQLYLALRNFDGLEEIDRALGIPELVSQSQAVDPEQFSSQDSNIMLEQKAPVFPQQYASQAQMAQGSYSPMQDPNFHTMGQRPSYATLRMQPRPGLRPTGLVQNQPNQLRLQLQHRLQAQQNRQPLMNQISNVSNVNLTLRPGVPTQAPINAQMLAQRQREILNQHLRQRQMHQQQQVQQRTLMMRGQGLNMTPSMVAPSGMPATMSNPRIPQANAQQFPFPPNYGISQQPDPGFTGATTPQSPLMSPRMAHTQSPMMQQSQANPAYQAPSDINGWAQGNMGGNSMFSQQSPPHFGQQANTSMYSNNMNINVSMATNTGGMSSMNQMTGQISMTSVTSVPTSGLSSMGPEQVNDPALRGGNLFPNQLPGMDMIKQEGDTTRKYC
NOD2-RIPK2 inh = blocks binding of human NOD2 to RIPK2. O43353. CHO BLA complementation NOD2-RIPK2, CCF4 ratio. inhibition, % at 4.98 µM. actives 0.38% (n = 360,000); in the data active means inhibition above about 21%;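 further: 0% = vehicle only and 100% = reference blocker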
NCOA1 inh = inhibitors of human steroid receptor coactivator 1 (SRC1); Q15788; HEK293 GAL4-SRC1 luciferase reporter, luminescence; inhibition, % at 3.6 µM; actives 0.12% (n = 360,000); AID 588354;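 active means inhibition above the campaign mean plus 3 SD, with each screening campaign given its own cutoff, cut at about 60% in these data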;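 further: 0% = DMSO treated cells and 100% = gossypol at 36 µM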
TLR9-MyD88 block = blocks human TLR9 binding to MyD88 | Q9NR96+Q99836 | actives 0.21% (n = 340,000) | CHO BLA complementation TLR9-MyD88, CCF4 FRET ratio | inhibition, % at 4.98 µM;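 active means inhibition above the mean over all tested compounds plus 3 SD, cut at about 21% in these data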;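 further: 0% = DMSO only wells and 100% = clavulanate BLA inhibitor control wells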
NCOA3 inh = inhibitors of human steroid receptor coactivator 3 (SRC3); Q9Y6Q9; HEK293 GAL4-SRC3 luciferase reporter, luminescence; inhibition, % at 3.6 µM; actives 0.17% (n = 360,000); AID 588352;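 active means inhibition above a per-campaign cutoff, the mean of all compounds plus 3 SD, cut at about 60% in these data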;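 further: 0% = DMSO-treated cells and 100% = gossypol-treated cells at 36 µM; higher means less SRC3-driven luciferase light from the GAL4 reporter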
LRH-1 inv ag = suppresses constitutive activity of human LRH-1; inhibition, % at 3.6 µM; HEK293T StAR-luciferase reporter, LRH-1 transfected, 24 h; actives 0.13% (n = 360,000); O00482;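 active means inhibition above the mean inhibition of all tested compounds plus 3 SD, cut at about 73% in these data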;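 further: 0% = DMSO wells and 100% = reporter-only cells lacking LRH-1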
TROY NFkB inh = inhibitors of TROY-dependent NF-kB signaling; Q293 LMP1-TROYcd NF-kB luciferase reporter, 4 h; inhibition, % at 10 µM; actives 0.98% (n = 360,000);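 active means compounds whose plate-normalised and pattern-corrected inhibition of the luciferase reporter signal at the single screening dose is 50% or more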
Starred values were filed as active, the others as inactive; / = no result given. A portion of the library; count on the stated rates, not on these rows.

SMILES	LMP1 NFkB inh	C8 TRAIL sens	COUP-TFII inh	Vif inh	SRC2 inh	NOD2-RIPK2 inh	NCOA1 inh	TLR9-MyD88 block	NCOA3 inh	LRH-1 inv ag	TROY NFkB inh
Cc1ccc(OCc2nnc(SCc3ccc(C#N)cc3)n2-c2ccc(C)cc2)cc1	0	6	14	-3	-6	-8	11	-20	13	-4	1
CCOCCn1c(=O)c2c(nc3n2CCN3c2ccc(C)cc2)n(C)c1=O	-1	/	5	0	18	/	/	7	/	/	/
CCSCCCn1[nH]c2ccccc2c1=O	2	-15	-14	-1	-33	1	-8	-8	8	-4	-14
CC12CCC(C(=O)N(c3ccccc3Cl)C1=O)C2(C)C (stereo unspecified)	2	-5	-5	-8	0	-3	4	-14	22	-8	-19
CC(C)NC(=O)NC(=O)COc1ccc(Br)cc1Br	-8	25	-38	13	-46	-4	-121	-14	-60	-211	2
COc1ccc(Nc2oc(COc3ccccc3F)nc2C#N)cc1	23	9	-5	3	2	-4	-6	-3	-1	-11	-31
CN(C)Cc1cn(CC[C@@H]2CC[C@@H](NC(=O)Nc3ccccc3F)[C@@H](CO)O2)nn1	/	-10	8	/	7	7	/	/	/	0	/
C[C@@H](O)CNC(=O)c1[nH]cnc1C(=O)Nc1cccc(Cl)c1	3	-3	-13	0	-22	-7	-16	-2	8	24	10
Cc1cccc(OCc2nnc(SCC(=O)N3CCN(c4ccccc4)CC3)o2)c1C	-14	12	4	-15	7	4	-2	-3	-11	2	4
CC(C)c1cc(C(F)(F)F)nc(NNc2nc(C(C)C)cc(C(F)(F)F)n2)n1	4	-11	17	-6	-30	-13	22	3	14	16	-3
C[C@@H]1CN([C@@H](C)CO)C(=O)c2cc(Br)cnc2O[C@H]1CN(C)C(=O)Nc1ccc(F)cc1	3	-1	11	1	-10	1	-1	-11	-4	4	1
CN(C)c1cc(NC(=O)CNC(C)(C)CC(C)(C)C)c2ccccc2n1	7	4	-7	0	19	0	-8	8	15	1	-5
Cc1ccccc1-n1nc2c(c1NC(=O)/C=C\c1ccc3c(c1)OCO3)CSC2	-1	2	17	/	10	-13	4	-11	0	-5	1
COc1ccc(CC(=O)N2CCN(c3ccc(F)cc3)CC2)cc1	11	4	16	11	4	8	-15	0	-3	-7	4
CCOC(=O)C1=NN(c2ccc(C)cc2)CC1C(=O)OC (stereo unspecified)	-2	4	-4	-1	4	-9	-8	1	23	6	6
Cc1ccc(SCCCn2cnc3ccccc3c2=O)cc1	-10	5	-15	/	-22	4	-1	-8	-18	-17	-49
Clc1ccc(N2CCN(/N=C/c3cccnc3)CC2)cc1	3	4	-1	-5	-14	-5	15	6	5	1	4
Cc1ccc(S(=O)(=O)n2nc(-c3ccco3)nc2N)cc1	6	-9	6	-1	14	-16	1	4	19	6	10
CCc1cccc(C)c1NC(=S)NCC(c1cccnc1)N1CCOCC1 (stereo unspecified)	-2	-23	-5	-24	10	0	-34	-9	9	2	6
Cc1ccc(-c2nnc(SCC(=O)N/N=C/c3ccccc3C(=O)O)n2C2CCCCC2)cc1	-4	9	5	5	-3	3	-18	7	7	-6	-8

Reformatted: 4 of the compounds above
COc1ccc(Nc2oc(COc3ccccc3F)nc2C#N)cc1
- LMP1 NFkB inh = 23
- C8 TRAIL sens = 9
- COUP-TFII inh = -5
- Vif inh = 3
- SRC2 inh = 2
- NOD2-RIPK2 inh = -4
- NCOA1 inh = -6
- TLR9-MyD88 block = -3
- NCOA3 inh = -1
- LRH-1 inv ag = -11
- TROY NFkB inh = -31
CN(C)Cc1cn(CC[C@@H]2CC[C@@H](NC(=O)Nc3ccccc3F)[C@@H](CO)O2)nn1
- LMP1 NFkB inh = /
- C8 TRAIL sens = -10
- COUP-TFII inh = 8
- Vif inh = /
- SRC2 inh = 7
- NOD2-RIPK2 inh = 7
- NCOA1 inh = /
- TLR9-MyD88 block = /
- NCOA3 inh = /
- LRH-1 inv ag = 0
- TROY NFkB inh = /
C[C@@H](O)CNC(=O)c1[nH]cnc1C(=O)Nc1cccc(Cl)c1
- LMP1 NFkB inh = 3
- C8 TRAIL sens = -3
- COUP-TFII inh = -13
- Vif inh = 0
- SRC2 inh = -22
- NOD2-RIPK2 inh = -7
- NCOA1 inh = -16
- TLR9-MyD88 block = -2
- NCOA3 inh = 8
- LRH-1 inv ag = 24
- TROY NFkB inh = 10
Cc1cccc(OCc2nnc(SCC(=O)N3CCN(c4ccccc4)CC3)o2)c1C
- LMP1 NFkB inh = -14
- C8 TRAIL sens = 12
- COUP-TFII inh = 4
- Vif inh = -15
- SRC2 inh = 7
- NOD2-RIPK2 inh = 4
- NCOA1 inh = -2
- TLR9-MyD88 block = -3
- NCOA3 inh = -11
- LRH-1 inv ag = 2
- TROY NFkB inh = 4

Later entries
SMILES	LMP1 NFkB inh	C8 TRAIL sens	COUP-TFII inh	Vif inh	SRC2 inh	NOD2-RIPK2 inh	NCOA1 inh	TLR9-MyD88 block	NCOA3 inh	LRH-1 inv ag	TROY NFkB inh
CCN(CC)CC(=O)Nc1cccc(S(=O)(=O)N2CCCC2)c1	-17	-5	-2	2	15	-7	-10	12	2	-3	-14
CC(/C=N/NC(=O)C(O)c1ccccc1)=C\c1ccccc1 (stereo unspecified)	-2	1	-42	-4	-28	5	-66	2	-26	-61	-47
Nn1c(=O)[nH]c2c([nH]c3ccccc32)c1=O	3	-1	10	0	0	0	-8	1	-2	10	0
COc1ccc(S(=O)(=O)N2Cc3ccccc3CC2C(=O)O)cc1 (stereo unspecified)	3	-1	-2	-8	3	11	-3	9	1	19	-12
O=C(CCC(=O)N1CCN(c2ccccc2F)CC1)c1ccc(Cl)s1	-8	-26	22	-2	-1	8	-37	-4	7	10	0
CCOc1ccc(S(=O)(=O)N2Cc3ccccc3CC2C(=O)O)cc1 (stereo unspecified)	-4	4	-3	3	-11	8	10	2	10	15	-9
CC(Sc1nc(N)cc(N)n1)C(=O)Nc1ccc(N2CCOCC2)cc1 (stereo unspecified)	-5	-16	4	13	18	-1	-3	4	-9	-18	6
CCOC(=O)[C@H]1[C@H]2COc3ccc(Cl)cc3[C@@H]2N2C(=O)c3cc(F)c(F)cc3NC(=O)[C@@]12C	7	27	3	6	3	-7	7	-3	-34	5	10
c1ccc(CC(Cc2ccccc2)c2ccccn2)cc1	2	-9	2	0	4	-7	-1	-9	-24	-2	-5
Cc1cccc2nc(Cn3c(=O)n(CCC(=O)NCc4ccco4)c(=O)c4sccc43)cc(=O)n12	4	-7	4	-4	-6	2	-9	-10	-27	-37	9
O=C(O)CCC(=O)N1CCOc2ccc(Cl)cc21	-1	-15	-6	-2	-2	-8	-1	7	14	-2	-7
O=C(NCCc1ccccn1)c1cc(-c2ccc(Cl)cc2)nc2ccccc12	10	8	-4	-8	2	-4	-3	-3	13	-11	16
Cc1cc(NC(=O)c2cc3nc(C4CC4)cc(C(F)(F)F)n3n2)no1	-6	4	0	19	-6	1	-40	8	-8	-12	3
CCC(C)[C@H](NC(=O)NCc1cccc(OC)c1)C(=O)O (stereo partly specified)	3	-13	-10	/	13	-1	3	-2	7	-7	-12
O=C(c1cccc(Br)c1)N1CCN(S(=O)(=O)N2CCCCCC2)CC1	-11	2	-10	11	-23	-8	-4	2	7	3	1
OCC1OC(c2ccc(O)cc2O)C(O)C1O (stereo unspecified)	/	6	-6	/	-1	-10	/	/	/	-5	11
CC1=NN2C(=N)/C(=C\c3cc(C)n(-c4cccc(C)c4)c3C)C(=O)N=C2S1	10	-11	-4	0	24	-9	18	-1	8	11	4
CN(CCCn1cnc2c(OCc3ccccc3)ncnc21)Cc1ccco1	-1	15	-6	-3	11	5	-1	3	-24	-8	-27
COc1ccc(Br)cc1/C=C/C(=O)Nc1ccc2ccccc2c1	-11	-11	-6	-8	1	-8	-36	-13	-9	-3	-48
CN(CCOCCOc1ccc2ccccc2c1)Cc1ccccc1	-12	5	-7	-2	-12	-6	-27	-6	-13	4	10
CC(=O)OCC(OC(C)=O)C(OC(C)=O)C(OC(C)=O)C(=O)Nc1ccccc1 (stereo unspecified)	-2	-3	-2	-2	-22	-1	12	-6	15	4	7
O=C(NC1(C(F)(F)F)N=C(c2ccccc2)NC1=O)c1ccccc1F (stereo unspecified)	31	-6	6	2	0	-2	-50	2	8	-11	-2
CC1(C)SC2c3ccccc3C(=O)N2C1C(=O)O (stereo unspecified)	7	-17	3	-4	-5	-9	-4	2	14	-10	-3
O=C(COc1ccc(S(=O)(=O)N2CCOCC2)cc1Cl)NC1CC1	-2	-5	-10	-5	-25	-14	-34	3	-19	2	0
COc1ccc(NCC(=O)N/N=C(\C)c2cc3ccccc3o2)cc1	0	13	5	/	-13	-4	3	10	5	-15	-20
COc1cccc(-c2noc(C3CCCN(S(=O)(=O)c4cccc(Cl)c4C)C3)n2)c1 (stereo unspecified)	9	-2	2	-1	0	-17	-12	11	6	-2	5
O=[N+]([O-])c1ccc(CN2CCN(c3ccc4ccccc4n3)CC2)cc1	7	-2	6	/	1	2	-5	12	-15	7	7
Cc1cc(C)cc(NC(=O)CCc2c(C)nn(-c3ccc(N4CCCCC4)nn3)c2C)c1	-34	18	-18	-6	-65	0	-38	-1	-81	-46	-46
CCN(C(=O)COC(=O)c1ccc2[nH]c3c(c2c1)CCCC3)C1CCS(=O)(=O)C1 (stereo unspecified)	2	-2	-14	3	-4	-11	17	10	-13	11	-18
COc1ccc(OC)c(NC(=O)CCN2CCN(C)CC2)c1	5	7	14	-3	17	2	-4	-5	1	-8	-8
CC(C)(C)c1cc(N2CCOCC2)n2ncc(-c3ccc(Cl)cc3)c2n1	-12	-1	-8	2	-8	-11	-24	-13	-22	-17	-21
Cc1cc(SCC(=O)N/N=C/c2ccccc2C(=O)O)c(C)cc1Br	-7	-10	19	-4	-1	-5	7	1	-12	-4	6
COc1ccc(N(CC(=O)NC2CCCCC2)C(=O)CCCC(=O)Nc2ccccn2)cc1	-5	-1	0	9	5	-6	-1	2	-7	20	-1
CC(C)n1c(O)c(/C=C2\C=NN=C2c2ccccc2)sc1=S	4	36	-11	-15	-15	-10	1	-11	-4	-17	19
CC(C)Oc1ccc(C(=O)NCc2cccs2)cc1	-15	7	-32	-2	-51	-5	-47	-3	-64	-48	-36
Cc1ccc(OCC(=O)Nc2cc(S(=O)(=O)N3CCOCC3)ccc2Cl)c([N+](=O)[O-])n1	6	-8	-12	0	3	-3	-14	-1	0	-2	16
Cc1ncc(N=Nc2ccccc2)c(-c2ccccc2)n1	5	-3	3	-1	-3	-17	-4	-7	13	7	-8
O=C(Nc1nc(-c2ccccn2)cs1)c1cccc(-n2cnnn2)c1	30	20	23	-7	18	-7	29	-3	22	29	-5
CCC1CCCCN1C(=O)CSc1nnc(-c2ccc(OC)cc2)o1 (stereo unspecified)	-12	16	17	3	-9	-4	-14	-19	6	-24	-13
COC(=O)CN1C(=S)N(c2ccc(OC)cc2)C(=O)C1CC(=O)Nc1ccc(F)cc1 (stereo unspecified)	0	-2	18	9	-2	-14	9	2	15	-13	-8

Screens: PubChem BioAssay, several laboratories
